FLuc counter: inhibits or activates purified firefly luciferase, miR-21 counter-screen; purified FLuc, Km substrates, luminescence inhibition; P08659; 360,000 compounds, 6.9% hits; Potency, µM (series often up to 57.5 µM), inactives show top-dose activity change, negative = inhibition, hits mostly inhibitors; active = well fitted inhibition curve with a large enough effect; inconclusive = small, poorly fitted or top-dose-only effect;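 also: plate controls were vehicle for no effect and reference inhibitor for full effect; nearly all actives have a fitted effect of over 55% in size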
Target sequence (P08659 whole entry, looked up): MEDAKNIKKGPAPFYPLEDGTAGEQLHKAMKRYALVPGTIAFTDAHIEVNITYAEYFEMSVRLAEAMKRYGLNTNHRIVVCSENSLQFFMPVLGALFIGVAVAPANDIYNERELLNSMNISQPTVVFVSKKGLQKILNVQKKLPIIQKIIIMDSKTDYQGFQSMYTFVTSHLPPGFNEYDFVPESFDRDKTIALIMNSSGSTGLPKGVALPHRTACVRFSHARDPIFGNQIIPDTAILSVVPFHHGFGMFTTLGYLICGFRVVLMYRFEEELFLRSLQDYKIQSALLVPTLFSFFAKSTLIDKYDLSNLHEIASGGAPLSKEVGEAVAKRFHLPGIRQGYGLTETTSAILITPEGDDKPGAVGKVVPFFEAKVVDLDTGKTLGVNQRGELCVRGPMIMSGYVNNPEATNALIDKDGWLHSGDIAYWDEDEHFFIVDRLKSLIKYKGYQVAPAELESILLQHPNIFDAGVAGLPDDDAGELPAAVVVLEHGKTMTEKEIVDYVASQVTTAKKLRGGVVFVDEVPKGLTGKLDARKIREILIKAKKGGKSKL
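Purified P. pyralis luciferase (10nM final) with 10uM D-luciferin and 10uM ATP (Km levels) in 50mM Tris acetate pH 7.5, 10mM Mg acetate, 0.01% Tween-20, 0.05% BSA; qHTS 6-point titration, ~60 µM downward; luminescence read.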
An asterisk follows results filed as active; ? = inconclusive. Potency is read from the fitted curve at half-maximal effect. This is a subset; the hit share may differ from the screen's.

SMILES	FLuc counter
Cc1cccc(C(=O)Nc2nnc(SCc3cc(=O)n4cccc(C)c4n3)s2)c1	-13%
COc1cccc(-c2cc(C(F)(F)F)nc(-n3nc(C)c(Br)c3C)n2)c1	-1%
O=C(Nc1ccc2oc(-c3cccnc3)nc2c1)c1ccccc1F	?
CCc1ccc(CNC(=O)c2cccc(-n3c(C)nc4cccnc43)c2)cc1	-11%
COc1cc(NC(=O)CCS(=O)(=O)c2ccc(Br)cc2)cc(OC)c1	0%
COc1ccc(NC(=O)Cn2c(SCc3c(F)cccc3Cl)nc3ccncc32)cc1OC	?
Cc1ccc(NC(=O)Cn2c(=O)c(C(F)(F)F)nc3ccccc32)cc1C	-1%
COc1ccc(CCNC(=O)c2cnn(-c3cccc(C)c3)c2C2CCNCC2)cc1OC	0%
Cc1cc2c(cc1S(=O)(=O)N1CCC(C)CC1)OCC(=O)N2	-8%
Cc1nn(C)c2c1c(C(F)(F)F)cc(=O)n2CC(=O)N1CCCCC1C (centres undefined)	-1%
Cc1ccn2c(=O)cc(COc3ccc(NC(=O)COc4ccc(C)c(C)c4)cc3)nc2c1	-1%
COc1ccc(NC(=O)Cn2cc(S(=O)(=O)c3ccc(C)cc3)c(=O)c3ccccc32)cc1OC	3%
CCOC(=O)c1ccc(NC(=O)CC2C(=O)N(c3cccc(OC)c3)C(=O)N2C2CCCCC2)cc1 (centres undefined)	-2%
COC(=O)CCSc1nc2sc3c(c2c(=O)n1Cc1ccccc1)CCC(C(C)(C)C)C3 (centres undefined)	5%
Cc1cc(C(=O)NCc2ccccc2Cl)c2c(C)nn(-c3cccc(F)c3)c2n1	-2%
COc1ccccc1CCNC(=O)C(=O)NCC(c1cccs1)S(=O)(=O)c1ccc(F)cc1 (centres undefined)	1%
CC(C)CNC(=O)CCSc1nc(-c2ccc3c(c2)OCO3)cc(C(F)(F)F)n1	-4%
Cc1ccc(CSc2nc3ccsc3c(=O)n2CCC(C)C)cc1	1%
CCc1ccc(OCc2nc(-c3ccc(OC)c(OC)c3)no2)c(Br)c1	-1%
CS(=O)(=O)N1CCc2cc(C(=O)Nc3cccc(F)c3)ccc21	?

Given with each value named: part of the list above
> Cc1ccc(CSc2nc3ccsc3c(=O)n2CCC(C)C)cc1
  FLuc counter = 1%

> Cc1ccn2c(=O)cc(COc3ccc(NC(=O)COc4ccc(C)c(C)c4)cc3)nc2c1
  FLuc counter = -1%

> COc1ccc(NC(=O)Cn2cc(S(=O)(=O)c3ccc(C)cc3)c(=O)c3ccccc32)cc1OC
  FLuc counter = 3%

> CCOC(=O)c1ccc(NC(=O)CC2C(=O)N(c3cccc(OC)c3)C(=O)N2C2CCCCC2)cc1 (centres undefined)
  FLuc counter = -2%

(continued)
SMILES	FLuc counter
CCCN1CN=C(NS(=O)(=O)c2ccc(NC(C)=O)cc2)NC1	1%
CCOC(=O)c1cccc(NC(=O)CCn2nc(C)c3c(C)n(-c4ccccc4)nc3c2=O)c1	0%
O=C1Cc2cc(S(=O)(=O)Nc3cccc(C(F)(F)F)c3)cc3c2N1CCC3	-12%
O=C(C1CCCN(S(=O)(=O)c2cccc3nsnc23)C1)N1CCN(c2ccccc2)CC1 (centres undefined)	-8%
O=C(Nc1ccccc1)N(Cc1c[nH]c2ccccc12)C1CCCCCC1	-6%
CC1CCCCN1S(=O)(=O)c1cc2c(=O)nc3ccccn3c2cc1Cl (centres undefined)	-1%
COCCn1c(-c2ccccc2)c(C)n2c3c(=O)n(C)c(=O)n(C)c3nc12	-2%
CCOC(=O)c1cccc(NC(=O)C(C)n2nc(C)c3c(C)n(-c4ccccc4)nc3c2=O)c1 (centres undefined)	-16%
Cc1nc(-n2nc(C)c(Cc3ccc(Cl)cc3)c2C)sc1C(=O)N1CCCCC1C (centres undefined)	-11%
CCOc1ccc(N2CC(c3nc4ccccc4n3CCOc3ccc(CC)cc3)CC2=O)cc1 (centres undefined)	-2%
COc1ccc(OCC(=O)Nc2ccccc2C(=O)OCc2cc(=O)n3nc(C)sc3n2)cc1	-15%
Cc1ccc(C)c(NC(=O)CN2C(=O)CCc3cc(S(=O)(=O)N4CCCCC4)ccc32)c1	2%
COc1ccc(-c2cnnn2-c2ccc(NC(=O)c3c(F)cccc3F)cc2)cc1	-13%
CCCCS(=O)(=O)c1oc(-c2cccs2)nc1S(=O)(=O)c1ccc(F)cc1	-12%
CC(=O)c1cc(-c2ccc(F)cc2)n(CCC(=O)NCc2ccccc2C)c1C	0%
Cc1cc(C)n(-c2nc3ccccc3nc2Nc2ccc(C(C)C)cc2)n1	5%
Cc1cccc(NC(=O)CCS(=O)(=O)c2ccc3c(c2)n(C)c(=O)c(=O)n3C)c1C	1%
Cc1ccc(/C=C/c2onc(C)c2S(=O)(=O)N2CCC(C(=O)NCc3ccc(N(C)C)cc3)CC2)cc1	3%
Cc1ccccc1CNC(=O)c1nn(-c2ccccc2F)nc1CO	-6%
Cc1ccc(OCCn2c(C3CC(=O)N(Cc4ccc(F)cc4)C3)nc3ccccc32)c(C)c1 (centres undefined)	-7%
COc1ccc(-n2c(=O)c3c4c(sc3n(Cc3c(F)cccc3Cl)c2=O)CN(C(C)=O)CC4)cc1OC	-2%
Cc1ccc(-n2c(C)nc3c(cnn3-c3ccccc3C)c2=O)cc1F	-11%
CC1=Nc2cc(C(=O)NC(C)C)ccc2Sc2ccc(C)cc21	?
COc1ccccc1Cc1nc2ccccc2nc1SCC(=O)N1CCC(C)CC1	-11%
Cc1ccc(NC(=O)N2CCN(c3nnc(C)c4c(C)n(-c5ccccc5)nc34)CC2)c(Cl)c1	-5%
CCOc1ccccc1NC(=O)Nc1ccccc1OCc1cc(=O)n2ccccc2n1	-5%
CC(C)c1ccc(NC(=O)C(Cc2ccccc2)NS(=O)(=O)c2ccc3c(c2)CCC(=O)N3)cc1 (centres undefined)	5%
CCc1cccc(NC(=O)Cn2nc(CC)n3c(cc4cc(C)ccc43)c2=O)c1	5%
CCNc1sc(S(C)(=O)=O)nc1S(=O)(=O)c1ccc(C)cc1	-5%
O=C(Nc1cccc(C(=O)OCc2cc(=O)n3c4c(sc3n2)CCCC4)c1)c1cccc(Cl)c1	-18%
COc1cc(/C=C/c2nc(C#N)c(N3CCCCC3)o2)cc(OC)c1OC	?
Cc1ccc(NC(=O)Cn2c(=O)n(CCC(=O)NCc3ccccc3Cl)c(=O)c3ccccc32)c(C)c1	-5%
Cc1cc(C)c2nc(N3CCCC(C(=O)NCc4cccc(Cl)c4)C3)sc2c1 (centres undefined)	?
Cc1cccc(C(=O)NCC(c2ccc3c(c2)OCO3)N2CCOCC2)c1 (centres undefined)	-5%
CC(=O)c1ccc(NC(=O)C2=CC(c3ccc(C)cc3)=NS(=O)(=O)N2C)cc1	-1%
Cc1ccc(N2C(=O)CC(c3ccccc3F)C3=C2COC3=O)cc1Cl (centres undefined)	6%
COc1ccc(-c2cc(C(F)(F)F)c(C#N)c(SCC(=O)Nc3ccccc3F)n2)cc1	5%
CCOc1ccc(Cn2c(-c3ccc(OCC)c(OC)c3)nc3ccccc32)cc1OC	-10%
Cc1cc(C)c(NC(=O)CCC(=O)N2Cc3ccccc3Oc3ncccc32)c(C)c1	-9%
COc1ccc(N2CCN(c3c4c(nc5nncn35)CCC4)CC2)cc1	-9%

A stretch from the list above, for reference:
SMILES	FLuc counter
CCOc1ccc(Cn2c(-c3ccc(OCC)c(OC)c3)nc3ccccc32)cc1OC	-10%
Cc1cc(C)c(NC(=O)CCC(=O)N2Cc3ccccc3Oc3ncccc32)c(C)c1	-9%
COc1ccc(N2CCN(c3c4c(nc5nncn35)CCC4)CC2)cc1	-9%

Additional compounds:
SMILES	FLuc counter
CC(C)(C)n1ncc2c(=O)n(Cc3cccc(Cl)c3Cl)cnc21	-12%
CC(C)NC(=O)c1cc2c(Cl)nc3ccccc3c2s1	-17%
CCOC(=O)c1cc2c(=O)n3ccccc3nc2n(Cc2ccco2)c1=NC(=O)c1cccc(C)c1	0%
COc1cc(NC(=O)CSc2ncc3c(n2)-c2ccc(Cl)cc2N(Cc2ccccc2)S3(=O)=O)cc(OC)c1	-4%
CN1C(=O)C2(SCC(=O)N2c2ccc(F)cc2)c2ccccc21 (centres undefined)	5%
Cc1ccc(NC(=O)CSCc2cnn(-c3ccccc3)c2-n2cccc2)c(Cl)c1	-2%
Cc1cccc(OCC(=O)NCc2ccc3c(c2)CCN3C(=O)c2ccc(Cl)cc2)c1	-17%
CCC(CC)C(=O)Nc1cccc(-c2nc3ccccc3s2)c1	?
COc1cccc(OCc2nc3ccccc3n2Cc2ccccc2)c1	?
COc1ccc(C2=NC(c3ccncc3)=Nc3ccc(OC)cc3N2)cc1	-13%
O=C(CCCn1c(=O)[nH]c2ccsc2c1=O)N1CCN(c2cccc(C(F)(F)F)c2)CC1	-2%
COC(=O)c1ccccc1NC(=O)c1nn(C)c2c1COc1ccccc1-2	-4%
O=C(NCCCN1CCN(c2ccc(F)cc2)CC1)C1COc2ccccc2C1 (centres undefined)	-4%
Cn1c(=O)c2c(-c3cccc(Br)c3)n(CCO)cc2n(C)c1=O	-2%
COc1cc(C2CC(=O)Nc3c2c(C)nn3-c2nncc(-c3ccccc3)n2)cc(OC)c1OC (centres undefined)	-11%
COc1ccc(S(=O)(=O)NCCc2csc(-c3ccc(F)cc3)n2)cc1F	-1%
CCc1ccccc1N(C)C(=O)c1ccc2c(=O)n3c(nc2c1)CCCCC3	-8%
Cc1ccc(NC(=O)Cn2nc(-c3ccc(Cl)cc3)c3ccccc3c2=O)cc1	-4%
Cn1c(=O)oc2cc(S(=O)(=O)N3CCCC(C(=O)NCc4ccc(F)cc4)C3)ccc21 (centres undefined)	-5%
Cc1nc2cccnc2n1C1CCN(S(C)(=O)=O)CC1	-4%
COc1ccc(NC(=O)Cn2c(=O)n(-c3ccccc3)c(=O)c3c4c(sc32)CCCC4)c(OC)c1	2%
O=C(NC1CCCCC1)c1cc(Nc2cccc(C(F)(F)F)c2)nc2ccccc12	-4%
CCOc1ccccc1CNC(=O)CCC(=O)N1CCSc2ccccc21	-9%
CCOc1ccc(-n2c(=O)c3c4c(sc3n(CC(=O)NC(C)CC)c2=O)CCC4)cc1 (centres undefined)	0%
Cc1cccc2sc(N3CCN(C(=O)CS(=O)(=O)c4ccc(F)cc4)CC3)nc12	?
COc1ccc(CCNC(=O)Cn2c(=O)nc(-c3ccccc3F)c3cc(Cl)ccc32)cc1OC	-3%
Cc1cc(O)c(C(c2cccc(Cl)c2)N2CCN(c3ccccc3)CC2)c(=O)n1Cc1ccco1 (centres undefined)	-6%
CCc1nc2ccccc2n1CCCCOc1ccc(Cl)cc1	?
CC(=O)Nc1ccc(S(=O)(=O)NC2(C(F)(F)F)NC(=O)N(CCc3ccc(F)cc3)C2=O)cc1 (centres undefined)	-17%
CCOc1ccc(NC(=O)CSc2nc(-c3ccccc3)c3cc(OCC)ccc3n2)cc1	1%

Part of the list above, bar-delimited.
SMILES | FLuc counter
CCOc1ccc(-n2c(=O)c3c4c(sc3n(CC(=O)NC(C)CC)c2=O)CCC4)cc1 (centres undefined) | 0%
Cc1cccc2sc(N3CCN(C(=O)CS(=O)(=O)c4ccc(F)cc4)CC3)nc12 | ?
COc1ccc(CCNC(=O)Cn2c(=O)nc(-c3ccccc3F)c3cc(Cl)ccc32)cc1OC | -3%
Cc1cc(O)c(C(c2cccc(Cl)c2)N2CCN(c3ccccc3)CC2)c(=O)n1Cc1ccco1 (centres undefined) | -6%

Next part:
SMILES	FLuc counter
CCOc1ccc(-n2nc3ccc(NC(=O)c4ccc(C)cc4C)cc3n2)cc1	0%
O=C(Nc1ccc(OC(F)(F)F)cc1)c1cc(-c2ccc(Cl)cc2)on1	3%
O=C(NCCCc1nc2ccccc2n1Cc1ccccc1F)c1ccco1	-7%
CCOC(=O)c1noc2ncnc(N3CCN(c4cccc(Cl)c4)CC3)c12	-3%
CCOC(=O)c1cnc2cc(C(F)(F)F)ccc2c1N1CCN(c2ccc(F)cc2)CC1	-3%
COc1ccc(CCNC(=O)CCc2c(C)nc3cc(-c4ccccc4OC)nn3c2C)c(OC)c1	-15%
COc1ccccc1Nc1nc(-c2ccccc2Cl)c2cc(Br)ccc2n1	-1%
COc1ccc(Cl)cc1C(=O)Nc1ccc2nc(Nc3cccc(Cl)c3)cc(C)c2c1	-2%
CCCN1C(=O)C(O)(CC(=O)c2ccc(CC)cc2)c2cc(Br)ccc21 (centres undefined)	-1%
CC(C)(C)C(=O)NCC(c1ccc2c(c1)OCO2)N1CCOCC1 (centres undefined)	2%
CCOc1ccc(OCC)c(NC(=O)C2CCN(c3nnc(-n4cccc4)s3)CC2)c1	2%
COC(=O)CC1Oc2ccc(F)cc2-n2cc(-c3ccc(C)cc3)nc21 (centres undefined)	-6%
CCc1ccc(NC(=O)c2cnn(-c3c(C)cccc3C)c2C2CCN(C(=O)OC(C)(C)C)CC2)cc1	4%
CCCCN(C)CCNC(=O)c1cc(-c2ccc(Cl)s2)nc2ccccc12	-1%
COC(=O)c1ccccc1NC(=O)c1cc(-c2ccc(Cl)cc2)on1	0%
COc1cc(C(=O)NCCSc2c(-c3ccccc3)[nH]c3ccccc23)cc(OC)c1OC	2%
CC1CCN(S(=O)(=O)c2ccc3c(ccc(=O)n3CC(=O)NCc3ccc(Cl)cc3)c2)CC1	-4%
CCOc1ccc(CCNC(=O)Cn2c(C)c3cnn(-c4ccccc4)c(=O)c3c2C)cc1	3%

Bioassay records from PubChem BioAssay.
